# PI5P4K alpha inh = qHTS for Inhibitors of phosphatidylinositol 5-phosphate 4-kinase (PI5P4K). Phosphatidylinositol 5-phosphate 4-kinase type-2 alpha (Homo sapiens), P48426. PI5P4Kalpha enzyme, ADP-Glo luminescence, 60 min; stronger effect = lower value. max response, %. hit rate 1.2% among 330,000; active = max response of -50% or lower; inconclusive = between -30% and -50%; inactive = -30% or higher; also: value at the top dose of about 77 µM; % is scaled to controls: 0 for no effect and ±100 for the full control effect
#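 Reactions run in 0.038 M HEPES pH 7.4, 0.28 mM EGTA, 0.1% CHAPS and 5% DMSO, with PI5P4Kalpha, substrate, compound and 5 microM ATP final, one hour at room temperature. Readout is ADP-Glo luminescence.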
# WRN helicase inh = qHTS for Inhibitors of WRN Helicase; Bifunctional 3'-5' exonuclease/ATP-dependent helicase WRN (Homo sapiens), Q14191; WRN helicase unwinding, fluorescent forked duplex, kinetic; Potency, µM (top dose mostly 114 µM), for inactives: at the highest dose activity change, negative = inhibition, most hits filed as inhibitors; hit rate 0.46% among 360,000; AID 651768, 2012; also: potency is read from the fitted curve at half-maximal effect; % is scaled to controls: 0 for no effect and ±100 for the full control effect; nearly all actives have a fitted effect of over 55% in size
# Target sequence (Q14191 whole entry, looked up): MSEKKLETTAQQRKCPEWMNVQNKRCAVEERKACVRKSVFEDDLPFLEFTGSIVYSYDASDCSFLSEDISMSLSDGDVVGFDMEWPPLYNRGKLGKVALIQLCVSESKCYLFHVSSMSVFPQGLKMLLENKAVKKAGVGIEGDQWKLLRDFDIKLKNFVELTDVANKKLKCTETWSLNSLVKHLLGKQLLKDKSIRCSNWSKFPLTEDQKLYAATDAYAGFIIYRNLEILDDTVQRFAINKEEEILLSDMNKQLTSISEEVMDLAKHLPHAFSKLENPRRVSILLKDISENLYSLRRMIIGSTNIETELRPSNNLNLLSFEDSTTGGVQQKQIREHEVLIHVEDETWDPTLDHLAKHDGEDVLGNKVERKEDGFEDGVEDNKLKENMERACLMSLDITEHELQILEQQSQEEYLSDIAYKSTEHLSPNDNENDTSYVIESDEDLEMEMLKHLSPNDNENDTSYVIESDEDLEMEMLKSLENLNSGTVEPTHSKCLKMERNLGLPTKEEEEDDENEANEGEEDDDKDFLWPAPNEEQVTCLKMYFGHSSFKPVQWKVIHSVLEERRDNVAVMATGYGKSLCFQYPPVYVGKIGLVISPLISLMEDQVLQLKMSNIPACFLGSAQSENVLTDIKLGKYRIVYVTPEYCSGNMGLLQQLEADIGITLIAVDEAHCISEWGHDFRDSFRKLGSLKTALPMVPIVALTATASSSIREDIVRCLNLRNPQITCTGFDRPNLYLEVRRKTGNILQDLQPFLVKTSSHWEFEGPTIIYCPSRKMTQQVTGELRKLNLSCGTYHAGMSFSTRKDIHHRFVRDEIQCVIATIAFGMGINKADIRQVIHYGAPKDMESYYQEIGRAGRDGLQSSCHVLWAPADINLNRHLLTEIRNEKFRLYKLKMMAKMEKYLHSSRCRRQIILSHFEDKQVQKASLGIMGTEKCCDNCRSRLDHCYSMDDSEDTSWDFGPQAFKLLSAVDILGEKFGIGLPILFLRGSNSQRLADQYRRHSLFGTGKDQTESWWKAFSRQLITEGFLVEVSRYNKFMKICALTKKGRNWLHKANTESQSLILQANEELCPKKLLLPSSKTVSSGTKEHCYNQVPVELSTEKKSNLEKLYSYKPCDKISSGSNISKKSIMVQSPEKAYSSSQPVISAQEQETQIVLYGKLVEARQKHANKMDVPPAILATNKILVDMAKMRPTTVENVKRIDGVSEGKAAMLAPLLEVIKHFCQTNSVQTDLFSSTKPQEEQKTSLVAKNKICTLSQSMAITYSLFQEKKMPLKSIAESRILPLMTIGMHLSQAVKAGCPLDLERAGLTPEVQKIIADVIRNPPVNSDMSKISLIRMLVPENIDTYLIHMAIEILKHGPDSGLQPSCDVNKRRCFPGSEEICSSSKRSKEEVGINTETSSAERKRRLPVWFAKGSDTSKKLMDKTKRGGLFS
#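 Screening of the MLSMR collection measured strand separation of a quenched forked DNA duplex (100 nM) by 20 nM WRN with 2 mM ATP, all final. Compounds were preincubated with enzyme 15 min at room temperature.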
# PLK1 PBD inh = qHTS for Inhibitors of PLK1-PDB (polo-like kinase 1 - polo-box domain): Primary Screen | Serine/threonine-protein kinase PLK1 (Homo sapiens), P53350 | Plk1 PBD binding of FITC phosphopeptide, fluorescence polarization | Potency, µM, without a hit: max response, negative = inhibition, hits mostly inhibitors | hit rate 2.8% among 360,000; also: potency is read from the fitted curve at half-maximal effect; series mostly up to about 57 µM; % is scaled to controls: 0 for no effect and ±100 for the full control effect; nearly all actives have a fitted effect of over 65% in size
# aSyn rescue = qHTS of alpha-syn Inhibitors | Yeast expressing alpha-synuclein, growth rescue, BacTiter-Glo, 24 h | Potency, µM (titrated, usually from 46.1 µM), inactives show at the top dose growth rescue (activation), hits mostly activators | hit rate 0.14% among 370,000 | AID 652106, 2013; also: potency is read from the fitted curve at half-maximal effect; % of control where 0% means no effect; nearly all actives have a fitted effect of over 65% in size
#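 Rescue of yeast growth: cells expressing toxic alpha-synuclein, induced in galactose at OD600 0.02, incubated with compound 24 h at 30 C. ATP luminescence quantified growth; inhibitors of toxicity appear as activators.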
# Abeta yeast res = qHTS for compounds that reverse cellular toxicity of Amyloid beta (A-beta) peptide in yeast: Primary Screen. yeast expressing A-beta42, growth rescue, OD600, 48 h; response scale: 0% DMSO, 100% iron-clioquinol control. Potency, µM (top dose mostly 46.1 µM), inactives show at the top dose growth rescue, most hits filed as activators. hit rate 0.063% among 410,000. AID 1347071, 2019; also: potency is read from the fitted curve at half-maximal effect; nearly all actives have a fitted effect of over 55% in size
#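 Yeast A-beta toxicity model in growth medium with pinned compounds, 48 h at 30 C; growth read as absorbance at 600 nm. Normalized to FeCl3/clioquinol equimolar mix (positive) and DMSO (negative).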
# FUS yeast rescue = qHTS for Suppressors of FUS Proteinopathy: Primary screen using FUS-linked yeast assay. S. cerevisiae FUS-expressing, growth rescue, OD600, 24 h. Potency, µM (top dose mostly 76.6 µM), without a hit: at the highest dose growth rescue (activation), most hits filed as activators. hit rate 0.24% among 390,000. AID 1347120, 2019;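 also: potency is read from the fitted curve at half-maximal effect; plate controls were DMSO vehicle for no effect and reference control for full effect; nearly all actives have a fitted effect of over 55% in size; some results filed as inactive show a strong effect at the top dose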
#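 Cultures pregrown in 2.5% raffinose medium are shifted to minimal medium containing 2% galactose to express toxic FUS. Compounds are tested at several concentrations. After 24hr at 30C, growth is quantified at 600 nm absorbance.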
# EPAC1 antagonist = qHTS for Antagonist of cAMP-regulated guanine nucleotide exchange factor 3 (EPAC1): primary screen. hit rate 0.14% among 360,000. EPAC1 GEF assay, Rap1b-BODIPY-GDP exchange fluorescence. Potency, µM (top dose mostly 115 µM), inactives show at the highest dose activity change, negative = inhibition, usual class: inhibitors;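 also: potency is read from the fitted curve at half-maximal effect; plate controls were vehicle for no effect and positive control for full effect; nearly all actives have a fitted effect of over 50% in size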
# IL-2 act = qHTS of IL-2 Activators; IL-2 activation reporter assay, cell-based qHTS; stimulated with anti-CD3/CD4/CD28 beads; in transgenic mouse T cells; activation, % (series mostly up to about 46 µM); hit rate 0.065% among 360,000; in the data active = activation above about 50%; inconclusive = mostly about 30% to 49%; also: 0% is about no effect
#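 Unstimulated transgenic mouse T cells; 60-min compound exposure; bead-based TCR/CD4/CD28 stimulation; 18 h culture, 37 degrees C; dual fluorescence (EGFP, DsRed) plate cytometry.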
# EPAC1 agonist = qHTS for Agonist of cAMP-regulated guanine nucleotide exchange factor 3 (EPAC1): primary screen | EPAC1 agonist qHTS, biochemical assay; response scale: 100% = response to 6.5 mM cAMP | Potency, µM (highest dose often 154 µM), for inactives: at the highest dose activation, actives largely listed as activators | hit rate 0.073% among 360,000 | Rap guanine nucleotide exchange factor 3 (Homo sapiens), O95398 | AID 720707, 2013; also: potency is read from the fitted curve at half-maximal effect; nearly all actives have a fitted effect of over 60% in size
#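 EPAC1 100 nM, Rap1B–BODIPY-GDP 250 nM, unlabeled GDP 50 uM; compound titration; 5 min RT; kinetic read ex480/em540 at 5-min intervals ×30 min; data normalized to 6.5 mM cAMP agonist control.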
# Active calls of the source: *; ? = inconclusive; . = not tested or not shown; & = joins results of further samples; [ ] = remark or other dose. Unless noted, calls follow the shape of the dose curve; as a rule, active = well fitted curve in the direction sought with a large enough effect; inconclusive = small, poorly fitted or top-dose-only effect, or another doubt; inactive = no such curve, though single readings can be large; an effect the other way counts as inactive or inconclusive.
SMILES,PI5P4K alpha inh,WRN helicase inh,PLK1 PBD inh,aSyn rescue,Abeta yeast res,FUS yeast rescue,EPAC1 antagonist,IL-2 act,EPAC1 agonist
Cc1ccc2c(c1)c1c3n2CCN(CCC(=O)O)C3CCC1 (stereo not drawn),4,-22%,-4%,1%,-15%,13%,-6%,0.6,1%
Cc1cc(C)c2c3c(sc2n1)C(=O)N(Cc1ccccc1)CC(=O)N3,2,-5%,-2%,.,-5%,-1%,0%,-0.4,0%
O/N=C/c1cc(Br)ccc1OCc1ccc(F)cc1,-1,-6%,-25%,-15%,-83%[inhibitor],10%,-14%,-2.3,27%
O=C(c1ccccc1Oc1ccccc1)N1CCN(c2ccccc2)CC1,-9,-6%,?,14%,-8%,21%,-7%,-1.9,13%
Cc1[nH]n(-c2ccccc2)c(=O)c1C(=O)c1ccc(Cl)cc1,-1,-10%,-2%,-70%[inhibitor],-81%[inhibitor],14%,-15%,4.0,4%
CCC(=O)Nc1ccccc1C(=O)N1CCOCC1,0,2%,1%,-13%,1%,-7%,7%,-1.7,-3%
O=C(c1ccco1)N1CCCN(C(=O)c2ccco2)CC1,.,-1%,19µM*,-11%,6%,12%,2%,2.3,-1%
COc1ccc(C(=O)NC(=S)NCC2CCCO2)cc1 (stereo not drawn),-2,-26%,-8%,-2%,-3%,.,-2%,-4.2,-3%
O=C(COC(=O)c1cc(NS(=O)(=O)c2cccs2)ccc1O)Nc1ccccc1,-12,-4%,-12%,6%,21%,-6%,-20%,5.1,11%
C=CCn1c(SCC(=O)Nc2ccc(N(C)C)cc2)nnc1-c1cccc(C)c1,-15,-28%,-10%,7%,12%[9.22 µM],-5%,-1%,2.4,8%
COc1ccccc1CNc1nc(NCc2cnc(C)cn2)c2sccc2n1,-6,-4%,-4%,-7%,-3%,-13%,-14%,-0.6,9%
C/C(=N\NC(=O)c1nc(C)cc(C)n1)c1ccccc1,9,-3%,-1%,-1%,-2%,11%,-4%,-0.4,6%
COc1ccc(C(=O)Nc2ccc(C)c(S(=O)(=O)N3CCCCCC3)c2)cc1,12,-11%,-11%,14%,2%,23%,?,-0.6,15%
COc1ccc2nc(-c3ccccc3)[nH]c2c1,-11,-15%,-4%,-18%,-14%,9%,-5%,-2.9,-2%
COc1cccc(CNC(=O)COC(=O)c2c(C)nn(-c3ccccc3)c2Cl)c1,-59*,-27%,-2%,6%,-6%,.,-10%,-0.4,3%
O=S(=O)(Cc1ccccc1)N1CCC(N2CCN(c3ccccc3)CC2)CC1,.,0%,-20%,2%,5%,28%,10%,2.9,9%
COc1ccccc1/C(O)=C(\C#N)c1nc2ccccc2[nH]1,-5,-4%[57.1 µM],-17%,-6%,-14%,-12%,-9%,0.4,6%
COc1ccc(Br)cc1CN(C)C(=O)C1CC(=O)N(C2CCCC2)C1 (stereo not drawn),-2,-3%,-3%,7%,7%,8%,-5%,1.8,-6%
CCCCC/C=C\C/C=C\C/C=C\CCCCC(=O)O,-54*,?,?,-1%,-11%,41%,-24%,-0.4,-24%
COc1ccc(C(=O)NC(C)c2nnc(SCC(=O)Nc3nc4ccccc4s3)n2C)cc1 (stereo not drawn),0,1%,-1%,7%,6%,26%,-8%,-0.3,-4%
O=C(CSc1n[nH]c(=O)n1-c1cccnc1)Nc1ccccc1,2,1%,1%,0%,6%,-6%,5%,-0.3,2%
O=C(NNC(=O)c1ccccc1F)C1=NN(c2ccccc2)C(=O)CC1,3,-4%,0%,3%,-3%,15%,-6%,-3.4,8%
N#CC1=C(SCC(=O)c2ccc(Br)cc2)NC2=C(C(=O)CCC2)C1c1ccco1 (stereo not drawn),-5,-17%,-15%,14%,2%,53%,-10%,3.2,0%
C(=N\N1CCOCC1)/c1ccsc1,-5,-6%,-11%,2%,10%,-21%,-3%,-2.9,5%
CC(=O)c1nc(N2C(=O)CC(Cc3cccc(C)c3)C2=O)sc1C (stereo not drawn),.,-14%,-3%,4%,30%,17%,6%,-0.8,-4%
Cc1ccc(C(=O)CN(C(=O)c2ccc(Cl)cc2)N2C(=O)c3ccccc3C2=O)cc1,.,8%,-5%,9%,10%,13%,2%,-2.2,16%
CN(CC(=O)NC1CCN(Cc2ccccc2)CC1)S(=O)(=O)c1ccc2c(c1)c(=O)n(C)c(=O)n2C,3,-8%,3%,1%,-2%,13%,-2%,-2.9,3%
CCOC(=O)C1(CCOC)CCN(C/C=C/c2ccccc2OC)CC1,-3,-4%,3%,2%,17%,-1%,0%,-2.6,-5%
CCCC(C)C(=O)Nc1ccccc1C(=O)OCC (stereo not drawn),7,-6%,-6%,-5%,17%,-2%,-10%,-0.3,-8%
O=[N+]([O-])c1cccnc1NCCc1ccccc1,-2,-4%,-8%,3%,3%,-10%,-2%,-1.4,-6%
COc1cc(C)c(C(C)C)cc1S(=O)(=O)N1CCN(C)CC1,.,13%,-7%,-8%,-5%,17%,3%,-0.6,0%
CCn1c(CNc2ccc(Cl)cc2)nnc1SCc1ccc(Cl)cc1,.,-14%,0%,-42%[inhibitor],-83%[inhibitor],?,-22%,-1.7,16%
COc1ccc(-c2nc(CSCC(=O)N3CCc4ccccc4C3)c(C)o2)cc1OC,0,3%,?,3%,2%,23%,-21%,-4.1,5%
CCn1nnnc1SCC(=O)N1c2ccccc2Sc2ccccc21,-1,2%,-15%,14%,5%,7%,-6%,-0.4,8%
CCOC(=O)C1CCN(C(=O)c2cn(CCOC)c(=O)c3c2c2ccccc2n3C)CC1,.,-3%,-10%,-1%,-10%,28%,7%,-2.1,8%
Cc1nccn1CCCN1C(=O)CNC1=S,-6,5%,-3%,5%,-10%,-7%,23%,-2.4,-9%
O=C1NC2(CCCCC2)C(=O)N1CCS(=O)(=O)Oc1ccccc1,-1,0%,-6%,-6%,-7%,-18%,10%,0.4,-8%
Cc1ccc(NC(=O)CN(C)C(=O)COC(=O)c2oc3ccccc3c2C)cc1,-2,6%,-5%,2%[1.84 µM],7%,?,-8%,-0.6,5%
Cc1cc(C)nc(NN2C(=O)/C(=C/c3ccc(O)cc3)SC2=S)n1,.,?,71%[activator],0%,8%,49%,1%,7.1,-5%
CCCN1C(=O)N(c2cccc(C)c2)C(C)(O)CC1(C)C (stereo not drawn),9,7%,4%,2%,21%,-13%,4%,2.6,4%
O=S(=O)(c1ccc2ccccc2c1)N1CCC(c2nc(-c3ccncc3)no2)CC1,.,1%,-6%,6%,-20%,11%,-8%,-1.4,7%
Cn1ccnc1-c1nc2ccccc2[nH]c1=O,.,-7%,-5%,-6%,-12%,-10%,-1%,-2.6,5%
COc1ccc(OC)c(CN2C(=O)CCC2(C)C(=O)NC2CCCCCC2)c1 (stereo not drawn),1,-2%,-10%,-3%,21%,22%,3%,-2.3,6%
C=CCNC(=O)Nc1ccc(F)cc1F,5,-2%,-7%,-8%,-21%,13%,-2%,-0.1,1%
Cc1nc(-c2ccc(S(=O)(=O)Nc3ccc(Br)cc3Cl)s2)cs1,0,?,?,-19%,-8%,34%,-17%,-0.6,-9%

# Sorted by the number under WRN helicase inh (lowest first): three of the compounds above
Structure	PI5P4K alpha inh	WRN helicase inh	PLK1 PBD inh	EPAC1 antagonist	IL-2 act
COc1ccc(C(=O)Nc2ccc(C)c(S(=O)(=O)N3CCCCCC3)c2)cc1	12	-11%	-11%	?	-0.6
CN(CC(=O)NC1CCN(Cc2ccccc2)CC1)S(=O)(=O)c1ccc2c(c1)c(=O)n(C)c(=O)n2C	3	-8%	3%	-2%	-2.9
COc1ccccc1CNc1nc(NCc2cnc(C)cn2)c2sccc2n1	-6	-4%	-4%	-14%	-0.6

# (more compounds)
SMILES,PI5P4K alpha inh,WRN helicase inh,PLK1 PBD inh,aSyn rescue,Abeta yeast res,FUS yeast rescue,EPAC1 antagonist,IL-2 act,EPAC1 agonist
COc1ccc(C)cc1NC(=O)C1CCCN(S(=O)(=O)c2cccc3nonc23)C1 (stereo not drawn),-13,0%,-6%,6%,17%,5%,-1%,1.2,1%
O=C(Nc1sc2c(c1C(=O)c1ccc(Cl)cc1)CCCC2)c1cccnc1,.,-6%,-5%,7%,-1%,26%,-11%,2.1,11%
CN(C(=O)c1nn(C)c2c1CS(=O)(=O)c1ccccc1-2)c1cccc(Cl)c1,7,9%,-9%,1%,-10%&-4%,0%&21%,6%,-0.6,-1%
CN1CCN(c2ccc([N+](=O)[O-])cc2C(=O)c2ccc(Cl)cc2)CC1,-1,3%,1%,0%,12%,1%,-21%,-0.4,14%
O=S(=O)(/N=C(/Nc1ccc(Cl)cc1Cl)c1ccccc1)c1cccs1,3,-10%,4%,7%,11%,4%,-5%,-1.0,4%
COc1ccc(S(=O)(=O)NC2(C(F)(F)F)NC(=O)N(CCc3ccccc3)C2=O)cc1 (stereo not drawn),6,-4%,-8%,4%&-6%,1%&-13%,-1%&2%,1%,-0.9,-5%
CCOC(=O)Cn1c(=O)oc2cc(S(=O)(=O)N3CCCC(C)C3)ccc21 (stereo not drawn),2,-1%,0%,-2%,-4%&-8%,12%&-26%,15%,-0.3,-5%
O=C(O)c1ccc2oc(=O)c(S(=O)(=O)c3ccc(F)cc3)cc2c1,-7,0%,4%,4%,6%,3%,4%,-4.1,-1%
COC(=O)NC(=S)Nc1ccc(Oc2ccc(Cl)cc2)c(Cl)c1,.,-7%,-10%,-10%,9%,-6%,3%,-2.2,21%
CCN(C(=O)CN1CCN(c2cccc(C(F)(F)F)c2)CC1)c1c(N)n(Cc2ccccc2)c(=O)[nH]c1=O,2,-3%,-6%,1%,2%,15%,9%,-4.6,-1%
